# ABHD4 inh – inhibits mouse alpha/beta hydrolase domain 4. Q8VD66. hit rate 0.54% among 370,000. purified mABHD4, FP-Rh probe fluorescence polarization. inhibition, % at 8.92 µM;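 active = inhibition exceeding the mean over every tested compound plus 3 SD, cut at about 30% in these data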;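 note: 0% = plate median of compound wells and 100% = S159A mutant with DMSO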
#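 Doses – 8.92 µM, single dose · Material – wild-type mouse ABHD4 protein · Replication – single well per compound (singlicate) · Measure – percent inhibition of probe binding, normalized to plate controls · Schedule – 45 min compound pre-incubation plus 60 min probe step, 25 °C · Detection – fluorescence polarization with parallel and perpendicular emission, 525/598 nm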
# LEDGF integ inh – blocks HIV-1 LEDGF/p75-dependent DNA integration; TR-FRET IN-LEDGF/p75 DNA integration, Eu/Cy5; inhibition, % at 3.7 µM; hit rate 0.64% among 370,000; AID 743269;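 active = inhibition above the screen-wide mean plus 3 SD, cut at about 13% in these data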;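 note: signal is the Cy5 over europium emission ratio at 671 and 618 nm; 0% = plate median of compound wells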
# TCR CD3 inh – blocks the human TCR-CD3 interaction | TAMRA-labeled TCR probe fluorescence, biochemical | hit rate 0.37% among 360,000 | inhibition, % at 9.4 µM; in the data active = inhibition above about 19%;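 note: recombinant mutant TCR 2C K166C tagged with TAMRA read by polarization; 0% = receptor in buffer alone and 100% = receptor with positive control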
# PG9 Ab binder – small molecules binding HIV-1 gp120 antibody PG9. hit rate 0.43% among 360,000. inhibition, % at 6.7 µM. TR-FRET gp120-PG9 antibody binding; in the data active = inhibition above about 8.5%
# UHRF1 binding – human UHRF1 methylated DNA binding inhibitors; inhibition, % at 4.4 µM; UHRF1 binding to methylated oligo, TR-FRET; Q96T88; hit rate 0.75% among 370,000; in the data active = inhibition above about 21%;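 note: UHRF1 SRA domain binding a hemimethylated CpG hairpin DNA probe; 0% = median of test compound wells and 100% = reference inhibitor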
# Target sequence (Q96T88 whole entry, looked up, the tested form may be a part): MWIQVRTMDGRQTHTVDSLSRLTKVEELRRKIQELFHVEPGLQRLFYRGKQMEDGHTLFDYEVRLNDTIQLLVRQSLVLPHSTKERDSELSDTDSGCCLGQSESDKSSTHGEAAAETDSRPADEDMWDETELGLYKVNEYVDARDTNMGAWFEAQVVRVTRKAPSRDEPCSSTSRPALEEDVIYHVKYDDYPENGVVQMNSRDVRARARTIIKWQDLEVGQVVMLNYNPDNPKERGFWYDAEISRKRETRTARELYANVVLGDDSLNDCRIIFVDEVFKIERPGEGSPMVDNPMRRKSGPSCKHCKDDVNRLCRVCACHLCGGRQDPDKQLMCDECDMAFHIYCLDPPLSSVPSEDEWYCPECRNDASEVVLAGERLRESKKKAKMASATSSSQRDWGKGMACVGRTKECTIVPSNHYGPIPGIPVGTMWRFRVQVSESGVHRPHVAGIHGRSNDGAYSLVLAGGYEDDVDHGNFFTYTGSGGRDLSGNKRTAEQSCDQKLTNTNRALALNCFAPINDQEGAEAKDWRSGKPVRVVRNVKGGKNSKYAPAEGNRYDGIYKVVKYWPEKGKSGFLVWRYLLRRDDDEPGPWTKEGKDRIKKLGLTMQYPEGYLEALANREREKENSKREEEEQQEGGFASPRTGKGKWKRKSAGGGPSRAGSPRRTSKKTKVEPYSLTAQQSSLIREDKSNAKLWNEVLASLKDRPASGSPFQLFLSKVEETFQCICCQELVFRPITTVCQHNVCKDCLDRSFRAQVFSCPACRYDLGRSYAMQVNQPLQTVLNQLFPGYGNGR
# HTRA1 inhibitor – inhibitors of human serine peptidase HTRA1; inhibition, % at 5.96 µM; hit rate 0.5% among 340,000; Q92743; recombinant HTRA1, FP-rhodamine activity-based probe, fluorescence polarization; in the data active = inhibition above about 36%;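 note: 0% = enzyme with DMSO and 100% = wells lacking enzyme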
# PRMT1 FP inh – blocks human protein arginine methyltransferase 1; recombinant PRMT1, activity-based probe fluorescence polarization; hit rate 1.3% among 370,000; AID 652257; Q99873; inhibition, % at 2.79 µM;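 active = inhibition above about 21% made by adding two undisclosed values, limit read from the data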
# MBD2 DNA inh – MBD2-methylated oligo binding inhibition. TR-FRET, MBD2 binding to methylated oligonucleotide. AID 686964. hit rate 0.31% among 370,000. Q9UBB5. inhibition, % at 4.4 µM; in the data active = inhibition above about 13%
# rCAG binder – molecules binding r(CAG) RNA repeats. hit rate 1.3% among 370,000. inhibition, % at 3 µM. AID 651821. r(CAG) RNA repeat, TO-PRO-1 dye displacement fluorescence;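 active = inhibition above the plate cutoff, the mean of all test compounds on that plate plus 3 SD, cut at about 35% in these data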;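 note: 0% = DMSO alone and 100% = 100 µM mitoxantrone as full dye displacement; higher means more dye released from RNA so lower well fluorescence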
# NR1D1 modulator – Rev-erb alpha (human) modulation. hit rate 0.79% among 370,000. P20393. Rev-erbα–FITC-DNA binding, fluorescence polarization, 90 min. activity, % at 10 µM. AID 1259318;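 active = activity above about 14%, limit read from the data; passing the limit was not always enough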;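 note: 0% = DMSO wells with 35 nM protein and 100% = DMSO wells with 750 nM protein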
# Active calls of the source: *; · = not tested or not shown. The list is partial; rates above refer to the full screens.
SMILES,LEDGF integ inh,HTRA1 inhibitor,PRMT1 FP inh,NR1D1 modulator,PG9 Ab binder,ABHD4 inh,MBD2 DNA inh,rCAG binder,UHRF1 binding,TCR CD3 inh
CN(CC(=O)Nc1cccc(F)c1)C(=O)C1CCC(C(=O)N(C)CC(=O)Nc2cccc(F)c2)CC1 (configuration not stated),0,1,0,0,0.9,-4,1,4,-1,0
COc1ccc(N(CC2CO2)S(=O)(=O)c2ccccc2)cc1 (configuration not stated),1,-1,2,0,-0.2,-1,2,1,1,-6
O=C(COc1ccc(Br)cc1)N1CCc2ccccc21,-1,10,-2,2,-0.3,-3,1,-3,-1,4
C=CCNC(=O)COC(=O)C1CCN(S(=O)(=O)c2ccc3c(c2)OCCO3)CC1,-1,-2,3,-2,0.8,8,1,-4,5,-9
CC(=O)Nc1ccc(SCC(=O)c2c(N)n(Cc3ccccc3)c(=O)n(C)c2=O)cc1,0,-3,25*,0,2.1,1,3,0,5,2
Cc1ccc(NC(=O)C(C)OC(=O)c2ccc(NC(=O)CC#N)cc2)cc1S(=O)(=O)N1CCOCC1 (configuration not stated),1,-40,-6,-6,-0.6,-64,1,28,1,27*
CCC(=O)N1CCC1(C)C(=O)Nc1ccc2nc(C)ccc2c1 (configuration not stated),1,·,-3,-6,-0.8,5,1,3,-1,3
COc1ccc(CN2CCN(Cc3ccc(C)cc3)CC2)c(OC)c1,-1,9,3,3,-0.6,23,32*,-5,1,0
Cc1cccc(C)c1OCC(=O)N=Nc1c(O)[nH]c2ccc(Br)cc12,2,-6,-3,3,-0.3,1,-5,8,2,-6
Cc1ccc(-c2cnc(-c3ccncc3)o2)cc1,5,-7,0,1,-1.7,-2,-8,0,-9,4
COc1cc(NC(=O)c2cc(C(C)C)on2)c(OC)cc1Cl,1,-14,1,1,0.8,0,-4,0,2,5
CC1(C(=O)NCCC(F)(F)F)Cc2c(-c3ccccc3)ccnc2O1 (configuration not stated),4,·,-2,-6,-2.4,-1,-2,-1,1,3
Cc1cccc(NC(=O)CSc2nc3ccccc3c(=O)n2C)c1,-1,-14,0,3,-1.4,0,-3,0,-2,0
O=C1CCCC(O)=C1N=Nc1cccc(S(=O)(=O)N2CCOCC2)c1,0,2,-1,-4,-0.3,8,-6,3,-3,1
Cc1ccc(C)c(N2CCN(C(=O)c3ccc(CS(=O)Cc4cccc(Cl)c4)o3)CC2)c1 (configuration not stated),-3,-14,-3,4,-0.5,1,1,-2,0,-1
CC(=O)Nc1ccc(NC(=O)C(NC(=O)c2ccc(Cl)cc2)C(C)C)cc1 (configuration not stated),0,-2,-2,-1,-0.7,-11,-2,3,2,0
CCOc1ccc(/C=N/NC(=S)NC2CC3CCC2C3)cc1 (configuration not stated),7,·,-6,-6,-4.7,-7,-4,0,-3,-4
CCN1CCN(c2oc(-c3ccco3)nc2C#N)CC1,-2,·,4,-2,-2.1,1,1,-3,5,-5
Cc1nc(NCCc2ccccc2)c2nnn(Cc3ccccc3)c2n1,-2,-3,-2,3,4.1,-3,3,-1,0,7
O=C(NCc1ccccc1)c1ccc(Cl)c(S(=O)(=O)N2CCCC2)c1,0,-11,-1,-1,-1.0,1,-2,-2,-3,2
O=c1oc2cc(O)ccc2cc1-c1nc2c(s1)CCc1ccccc1-2,0,-2,18,9,2.9,13,-5,-46,-3,0
COC(OC)c1ccnc(-c2ccc(OC(=O)c3ccc(F)cc3)cc2)n1,-5,-5,7,4,0.9,3,2,-7,2,-3
O=C(N/C(=C/c1cccc([N+](=O)[O-])c1)C(=O)N1CCCCC1)c1cccs1,0,-4,1,-3,-1.7,5,5,1,6,-2
O=C(Nc1cccc(C(=O)O)c1)/C(=C\c1ccccc1)NC(=O)c1ccccc1Cl,-3,-6,-7,-6,-1.9,1,-1,7,-1,2
COc1c(Cl)cc(C(=O)Nc2ccccc2C(=O)O)cc1Cl,10,-33,0,4,-2.1,-16,-2,26,2,6
CC(C)COc1cccc(C(=O)NNC(=O)C2COc3ccccc3O2)c1 (configuration not stated),3,1,-2,-1,-2.0,-4,-2,-2,-3,10
CCOc1ccc(-n2c(SCC(=O)OC)nc3sc4c(c3c2=O)CCN(C)C4)cc1,5,-5,0,0,-2.0,-10,-3,-1,-2,-2
Cc1no[n+]([O-])c1COc1ccc(/C=C(\C#N)C(N)=O)cc1,-2,4,-4,3,-0.7,2,-3,2,-3,1
CC(C)c1ccc(OCC(O)Cn2cnc3ccccc32)cc1 (configuration not stated),1,-10,-1,-1,-0.7,-6,-2,4,-1,-4
COc1ccc(N2CCN(S(=O)(=O)CCNC(=O)/C=C/c3ccc4c(c3)OCO4)CC2)cc1,-1,4,3,-1,1.9,0,4,-2,4,-7
COc1ccc(NC(=O)c2ccc3c(=O)n(-c4ccc(OC)cc4OC)c(=S)[nH]c3c2)c(OC)c1,-2,5,1,-5,-0.2,1,2,11,-1,2
O=C(N/N=C/c1cccc2ccccc12)c1cc(C2CC2)[nH]n1,-2,-30,1,-4,-2.2,-12,0,5,-2,3
COc1ccc(NC(=O)c2cccnc2)cc1OCC(C)C,2,-3,-4,3,0.2,-6,2,-5,-3,-1
CC1CCC(N(CCCN)Cc2ccco2)CC1C (configuration not stated),1,-7,-1,-6,0.3,-2,-5,7,-1,4
N#Cc1c(-c2ccccc2)nc(SCc2ccc(Cl)cc2)[nH]c1=O,-1,-101,4,-3,0.7,-57,2,83*,-1,3
O=C(NCCN1CCOCC1)C(=O)NCC1OCCN1S(=O)(=O)c1ccc(Br)cc1 (configuration not stated),3,6,3,-6,-1.7,-16,0,-1,3,-7
CN(Cc1ccco1)S(=O)(=O)c1csc(C(N)=O)c1,-2,6,0,-7,0.1,-4,-5,5,-1,4
Cc1cccc(NC(=S)NNc2cccc(Cl)c2)c1,2,-7,12,3,-0.8,7,1,9,2,-3
O=C(c1sc2cc(F)ccc2c1Cl)N1CCN(c2ccccc2)CC1,4,-16,4,1,0.4,0,4,-2,0,-3
O=C(c1ccc(OC2CCN(Cc3ccccn3)CC2)cc1)N1CCCC(O)C1 (configuration not stated),4,1,-2,-9,-0.1,-2,2,-7,-3,1

# Next section; it opens with the two that closed the last part.
SMILES,LEDGF integ inh,HTRA1 inhibitor,PRMT1 FP inh,NR1D1 modulator,PG9 Ab binder,ABHD4 inh,MBD2 DNA inh,rCAG binder,UHRF1 binding,TCR CD3 inh
O=C(c1sc2cc(F)ccc2c1Cl)N1CCN(c2ccccc2)CC1,4,-16,4,1,0.4,0,4,-2,0,-3
O=C(c1ccc(OC2CCN(Cc3ccccn3)CC2)cc1)N1CCCC(O)C1 (configuration not stated),4,1,-2,-9,-0.1,-2,2,-7,-3,1
COc1ccc(-c2ccc(F)cc2)cc1[C@H]1[C@H]2C=CC[C@@H](C)[C@@H]2C(=O)N1Cc1ccccc1,2,-2,3,3,-1.1,1,2,10,3,0
Cc1cccc(NC(=O)c2ccccc2[N+](=O)[O-])n1,0,5,2,3,-1.2,-12,2,1,1,1
COc1ccc(CCNC(=O)c2c(O)c3c([nH]c2=O)CCCC3)cc1,-2,0,-3,-6,-0.7,-6,-5,1,0,-9
CC(=O)c1cccc(S(=O)(=O)NCCC(=O)Nc2ccc(S(N)(=O)=O)cc2)c1,1,6,0,-2,0.5,2,-8,6,-2,2
NC(=O)c1ccc(NC(=O)COC(=O)CC2Sc3ccccc3NC2=O)cc1 (configuration not stated),-2,-2,5,3,2.3,1,-5,4,-1,-4
O=C(Cn1cccc1C(=O)c1ccccc1)NCCN1CCCCCC1,2,6,0,-3,-1.3,2,-1,-2,-1,10
COC(=O)c1ccc(NC(=O)C23CCC(C)(C(=O)O2)C3(C)C)cc1 (configuration not stated),1,-10,-2,-2,-1.8,7,-7,-6,-1,2
O=S1(=O)CCO[C@H]2Cc3ccccc3[C@H]2N1Cc1ccccc1,-3,-2,1,-2,-0.9,9,4,-6,0,-7
CN1/C(=C\C(=O)C(F)F)C(C)(C)c2ccccc21,2,-5,-1,4,0.0,-9,3,0,3,3
CCOc1cc(C(=O)Nc2ccon2)cc(OCC)c1OCC,-1,6,-3,4,0.2,1,0,-7,0,4
CS(=O)(=O)N(CC(=O)N1CCCC1)c1cccc(C(F)(F)F)c1,3,2,1,-8,0.2,-4,-6,0,3,0
CCC(=O)Nc1nnc(SCCOC)s1,-3,5,1,-1,1.6,2,1,0,1,-5
COc1ccc(C(=O)NCc2nnc(SCC(=O)Nc3nc4ccccc4s3)o2)cc1OC,1,8,17,-5,0.1,5,1,7,-3,6
Nc1nnc(CC(=O)N/N=C/c2cccc([N+](=O)[O-])c2)s1,-1,1,4,-7,1.2,6,-3,5,-2,12
COc1ccc(N2CCN(C(=O)C(=O)c3cc(OC)c4ccccc4c3)CC2)cc1,4,·,-2,1,0.4,9,-6,9,-2,2
COC(=O)c1[nH]c2ccc(C)cc2c1NC(=O)Nc1ccc(OC)cc1,0,-5,-1,0,-5.5,5,1,2,0,-3
Cc1cc(C)nc(N2CCC(C(=O)NCc3cccs3)CC2)n1,-3,-3,-2,-3,-1.9,2,-1,-2,1,4
CC(=O)Nc1c2c(nn1-c1ccccc1)CS(=O)C2 (configuration not stated),0,7,4,-2,-0.6,6,-1,-1,1,2
COc1ccc(CNC(=O)c2cccnc2)cc1,-1,-4,1,-7,-0.5,-4,-5,0,0,-4
CC(C)=CCC(C)(C)/C=N/NC(N)=O,-5,5,2,1,1.2,-8,0,-3,6,4
CCCCn1c2nc3ccccc3nc2c2c(=O)n(CCC(C)C)cnc21,-3,-3,0,5,-1.2,7,0,-2,-2,-6
O=C(c1ccccc1)C(Sc1ncn[nH]1)c1ccccc1 (configuration not stated),0,-5,23*,0,0.7,1,2,1,1,-6
N#Cc1ccc(CN2CCN(C(=O)CCNS(=O)(=O)c3ccc(F)c(Cl)c3)CC2)cc1,-2,3,4,0,-1.5,4,2,-1,0,-1
COc1ccc(C(=O)CN(CCC(=O)O)S(=O)(=O)c2ccc([N+](=O)[O-])cc2)cc1,1,4,-1,2,-1.0,9,-2,10,0,0
CC(=O)OC(C=C(C)C)C/C(C)=C/COc1c2ccoc2cc2oc(=O)ccc12 (configuration not stated),-2,-19,0,1,-0.9,5,6,9,20,-1
COc1cc(/C=C\C(=O)Nc2cc(=O)n(C)c(=O)n2C)cc(OC)c1OC,8,-2,-6,0,-0.8,-7,-6,0,3,2
C=CCc1c(O)nc(SCC(=O)c2ccccc2)[nH]c1=O,0,7,46*,3,-0.3,3,0,5,1,1
CCCn1nnnc1SCC(=O)Nc1nnc(CC)s1,2,2,-3,-4,-2.4,1,-5,3,3,-6
CCCCCOC(=O)C1=C(C)Nc2nnnn2C1c1ccccc1Cl (configuration not stated),0,-59,-2,0,-0.1,17,-3,-3,-2,-1
CCCCn1c(=O)[nH]c(=O)c2c1nc(-c1cc(Cl)c(OC)c(OC)c1)n2C,0,0,-1,15*,-3.0,-3,3,2,0,-2
OCCCc1nc2ccccc2n1CCOc1ccccc1,-2,-4,1,6,-1.8,-8,6,-5,2,3

# High-throughput results (PubChem)
